Assay outcomes from PubChem.
SKKanGAS inh: blocks kanamycin growth of S. pyogenes SKKanGAS strain; 300,000 compounds, 1.3% hits; inhibition, % at 7.5 µM; BacTiter-Glo, 6 h;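 active = mean replicate score, as percent of positive control median, at least 50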;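 also: strain carries kanamycin resistance gene driven by streptokinase promoter and grows in 40 µg/ml kanamycin; loss of luminescence reflects streptokinase promoter inhibition or plain growth inhibition; 0% = median of DMSO wells and 100% = positive control at its reference dose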
TRPC4 PAM: TRPC4 (mouse) allosteric potentiation | 310,000 compounds, 0.42% hits | AID 2227 | B-score at 10 µM | HEK293 TRPC4beta/mu-opioid, DAMGO EC20, Fluo-4 Ca2+ flux; hits give high values | Q9QUQ5;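 active = B-score of calcium response area above 5 SD of library B-scores, with initial fluorescence ratio within 5 SD of library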;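 also: B-score of integrated fluorescence ratio over time as area under calcium response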
TMEM16A act: activators or potentiators of mouse TMEM16A chloride channel; 340,000 compounds, 0.3% hits; HEK293 TMEM16A/YFP-H148Q/I152L, iodide quench fluorescence; hits give low values; AID 623877; B-score at 10 µM; Q8BHY3;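 active = fluorescence-ratio B-score plate-corrected deviation score at least 3 library SD below zero, with starting fluorescence score within 5 deviations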;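 also: channel opened by trigger with iodide after compound preincubation; score built on the fluorescence ratio of max minus min over baseline; more negative score means more quench and so TMEM16A activation or potentiation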
MrgX1 antagonist: antagonists of human MrgX1 receptor; MRGX1-HEK293 calcium flux, Fluo-4, BAM8-22 antagonism; hits give low values; B-score at 10 µM; 310,000 compounds, 1.3% hits; AID 588676;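 active = calcium-response B-score plate-corrected more than 3 library SD below zero, starting fluorescence within 5 deviations, no agonist response on first addition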;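 also: peak minus trough fluorescence over baseline after final BAM8-22 challenge near maximal dose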
MrgX1 allo act: allosterically activates human MrgX1 receptor signaling | B-score at 10 µM | Q96LB2 | AID 588675 | MrgX1-HEK293, Fluo-4 calcium flux, FDSS; hits give high values | 310,000 compounds, 0.63% hits;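 active = plate-corrected calcium response at least 3 library SD above typical, normal starting fluorescence, not activating the receptor alone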;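 also: compound read alongside a low EC10 to EC30 dose of BAM8-22 agonist; peak minus trough fluorescence over baseline measured at the second addition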
TRPC6 inhibitor: inhibitors of mouse TRPC6 channel. B-score at 10 µM. Q61143. 310,000 compounds, 1.1% hits. HEK293-TRPC6, membrane potential dye, ACh-evoked depolarization; hits give low values;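 active = B-score under library mean minus 3 SD, initial fluorescence not abnormally high, positive integrated signal ratio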;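 also: B-score derived from integrated fluorescence ratio over the kinetic read; more negative B-score means stronger inhibition of depolarization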
Target sequence (Q61143 whole entry, looked up): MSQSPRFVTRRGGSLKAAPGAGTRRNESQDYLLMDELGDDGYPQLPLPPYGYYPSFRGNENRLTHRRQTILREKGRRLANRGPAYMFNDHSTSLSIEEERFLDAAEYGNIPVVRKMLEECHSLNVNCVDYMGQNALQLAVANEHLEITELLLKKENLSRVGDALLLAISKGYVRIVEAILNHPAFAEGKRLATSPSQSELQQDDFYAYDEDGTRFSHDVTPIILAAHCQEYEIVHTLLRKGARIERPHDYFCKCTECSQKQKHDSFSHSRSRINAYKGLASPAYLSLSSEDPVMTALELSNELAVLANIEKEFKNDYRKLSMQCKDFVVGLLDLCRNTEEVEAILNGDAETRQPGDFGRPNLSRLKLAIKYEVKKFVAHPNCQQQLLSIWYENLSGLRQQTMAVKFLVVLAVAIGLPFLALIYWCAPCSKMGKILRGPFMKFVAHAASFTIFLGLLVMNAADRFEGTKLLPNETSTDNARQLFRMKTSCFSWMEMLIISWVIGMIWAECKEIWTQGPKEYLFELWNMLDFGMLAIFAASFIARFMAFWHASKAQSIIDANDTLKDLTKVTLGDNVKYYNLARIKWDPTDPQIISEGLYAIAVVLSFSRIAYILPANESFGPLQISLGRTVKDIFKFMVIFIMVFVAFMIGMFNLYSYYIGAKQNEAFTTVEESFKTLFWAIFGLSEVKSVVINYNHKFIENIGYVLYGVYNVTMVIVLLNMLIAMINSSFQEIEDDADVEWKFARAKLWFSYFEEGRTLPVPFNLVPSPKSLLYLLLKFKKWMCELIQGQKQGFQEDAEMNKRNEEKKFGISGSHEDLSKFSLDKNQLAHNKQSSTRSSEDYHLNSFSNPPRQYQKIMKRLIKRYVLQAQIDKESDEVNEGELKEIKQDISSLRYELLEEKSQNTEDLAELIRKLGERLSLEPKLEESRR
TRPC6 activator: mouse TRPC6 channel activation. Q61143. B-score at 10 µM. 310,000 compounds, 0.13% hits. AID 2550. HEK293-TRPC6 membrane potential dye fluorescence; hits give high values;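 active = B-score of the integrated fluorescence ratio above library mean plus 3 SD, and starting fluorescence ratio within library mean plus 5 SD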;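 also: higher score means more depolarization so channel activation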
TRPC4 act: activators of mouse TRPC4 channel; Q9QUQ5; HEK293 TRPC4beta/mu-opioid, Fluo4 calcium fluorescence; hits give high values; B-score at 10 µM; 310,000 compounds, 0.49% hits; AID 2237;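 active = B-score above 5 SD of library B-scores, and initial fluorescence ratio not above library mean plus 5 SD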;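 also: positive B-score marks a calcium rise read as TRPC4 activation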
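Technique: kinetic Fluo4 calcium fluorescence; Test system: TRPC4beta and mu-opioid receptor HEK293 stable cells; Measure: B-scored integrated calcium fluorescence ratio; Benchmarks: low control buffer alone, high control maximal DAMGO; Schedule: 45 min room-temperature Fluo4 loading, 110 s read.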
ANO1 block: mouse TMEM16A channel inhibition, primary screen; Q8BHY3; HEK293 TMEM16A/YFP iodide influx fluorescence, ionomycin; normalized B-score (activity score, 25-100; higher = stronger inhibition) at 10 µM; 310,000 compounds, 1.2% hits;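 active = ratio plate-corrected score three or more library SD toward inhibition, starting fluorescence score within five deviations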;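 also: score derived from kinetic fluorescence span divided by baseline fluorescence per well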
TRPC4 block: inhibitors of mouse TRPC4 channel | Q9QUQ5 | HEK293 TRPC4beta/mu-opioid, DAMGO-evoked Fluo4 calcium flux; hits give low values | B-score at 10 µM | 300,000 compounds, 0.39% hits | AID 2247;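 active = B-score over 3 SD under the library average, no early fluorescence shift, positive overall ratio signal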
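Material: HEK293 cells with stable TRPC4beta plus mu-opioid receptor expression / Probe or stimulus: DAMGO in two steps, submaximal then maximal / Compound: single concentration per test compound / Technique: kinetic Fluo4 fluorescence imaging of calcium influx / Read-out: per-well B score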
MrgX1 agonist: activates human MrgX1 receptor signaling; Q96LB2; MrgX1-HEK293 cells, Fluo-4 calcium fluorescence, agonist mode; hits give high values; B-score at 10 µM; 310,000 compounds, 0.44% hits;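 active = calcium response B-score plate-corrected fluorescence ratio at least 3 library SD, with starting fluorescence B-score inside 5 SD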
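times = overnight plating, then 30 min 37 °C plus 30 min room-temperature dye loading | assay system = stable human MrgX1 HEK293 cell line | input = fifteen thousand cells per well | signal = kinetic calcium dye fluorescence, Fluo-4 NW | dosing = compound delivered in addition one of three | read-out = B-scored fluorescence response ratio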
The depositor's hits bear a star; i = inactive; . = not tested or not shown.

structure,TRPC6 inhibitor,TMEM16A act,TRPC6 activator,SKKanGAS inh,TRPC4 act,ANO1 block,MrgX1 antagonist,MrgX1 agonist,TRPC4 block,MrgX1 allo act,TRPC4 PAM
COc1c2ccoc2nc2c(OC)c(OC[C@@H](O)C(C)(C)O)ccc12,.,i,.,.,.,i,i,i,.,i,.
CCOC(=O)/C=c1\s/c(=C(\C#N)C(N)=O)n(-c2ccccc2)c1=O,i,i,i,-1,i,i,i,i,i,i,i
COc1ccc2cc(/C(C)=N/NC(=S)Nc3cc(S(=O)(=O)N4CCOCC4)ccc3N3CCOCC3)ccc2c1,i,.,i,12,i,i,i,i,i,i,i
Cc1onc(-c2c(F)cccc2Cl)c1C(=O)N(C)CCc1ccccn1,i,i,i,-13,i,i,i,i,i,i,i
Cc1[nH]cnc1C(=O)N/N=C/c1ccc([N+](=O)[O-])s1,i,i,i,103*,i,i,i,i,i,i,i
COc1ccc(/C(C)=N/OC/C(O)=C(\C#N)c2nc3ccccc3[nH]2)c(OC)c1,i,i,i,4,i,i,i,i,i,i,i
Cc1ccc(CN(C)C(=O)c2cc(COc3ccc(F)cc3Cl)on2)o1,i,i,i,-7,i,i,i,i,i,i,i
COc1cc(-c2nc3c[n+](CC(=O)c4ccccc4)ccc3n2C)cc(OC)c1OC,i,i,i,-2,i,i,i,i,i,i,i
Cc1ccc2nc(NCC(=O)O)nc(-c3ccccc3)c2c1,i,i,i,2,i,i,i,i,i,i,i
O=P(c1ccccc1)(c1ccccc1)C(O)c1ccco1 (stereo not given),i,i,i,1,i,i,i,i,i,i,i
O=C(Nc1ccc2[nH]ncc2c1)c1ccccc1Br,i,i,i,-2,i,i,i,i,i,i,i
O=C(NNC(=S)Nc1ccc(F)c(Cl)c1)c1ccccc1Br,i,i,i,0,i,i,i,i,i,i,i
Cc1ccccc1NC1=NC(=S)N(c2ccccc2)C12CCOC(C)(C)C2 (stereo not given),i,i,i,7,i,i,i,i,i,i,i
CS(=O)(=O)c1ccc(-c2nn[nH]n2)cc1,i,i,i,3,i,i,i,i,i,i,i
CCC(C)NC(=O)CSc1ncnc2sccc12 (stereo not given),i,i,i,-5,i,i,i,i,i,i,i
Cc1cccc(NC(=O)Cn2c(=O)n3nc(CCn4nc(C)cc4C)nc3c3ccccc32)c1,i,i,i,-4,i,i,i,i,i,i,i
N#Cc1cccn1-c1nccs1,i,i,i,-12,i,i,i,i,i,i,i
CC(C)NC(=O)CCCn1c(=S)[nH]c2cc3c(cc2c1=O)OCO3,i,i,i,-7,i,i,i,i,i,i,i
CCOC(=O)N1CCC(NC(=O)CCC(=O)c2ccccc2)CC1,i,i,i,1,i,i,i,i,i,i,i
O=C(CSc1nnc(Cn2c(=O)sc3ccccc32)n1-c1ccccc1)N1CCCC1,.,i,.,.,.,i,i,i,.,i,.
CCCCc1ccc(S(=O)(=O)N2CCN(C(=O)c3ccco3)CC2)cc1,i,i,i,0,i,i,i,i,i,i,i
Cc1snc(SCc2ccc(F)cc2)c1C#N,i,i,i,5,i,i,i,i,i,i,i
COc1cccc(CNC(=O)c2cccc(NC3=NC4CS(=O)(=O)CC4S3)c2)c1 (stereo not given),i,i,i,-4,i,i,i,i,i,i,i
CCOP(=O)(OCC)C(Nc1ccc(F)cc1)c1ccccc1 (stereo not given),i,i,i,-1,i,i,i,i,i,i,i
COc1ccc(N2CCN(C(=O)COCc3cc(-c4ccc5c(c4)OCO5)on3)CC2)cc1,i,i,i,-10,i,i,i,i,i,i,i
Cc1cc(C)n(-c2nnc(NC34CC5CC(CC(C5)C3)C4)nn2)n1,i,i,i,-22,i,i,i,i,i,i,i
Cc1cc(C)cc(Nc2ccc([N+](=O)[O-])nc2[N+](=O)[O-])c1,i,i,i,-3,i,i,i,i,i,i,i
COc1ccc(NS(=O)(=O)c2ccc(C)c(C(=O)NNC(=O)c3csc(N4CCOCC4)n3)c2)cc1,i,i,i,-15,i,i,i,i,i,i,i
CCn1c(SCC(=O)Nc2ccccc2N2CCOCC2)nnc1-c1ccccc1O,i,i,i,-2,i,i,i,i,i,i,i
CCOc1ccc(C(=O)NC(=S)Nc2cccc(NC(=O)c3ccco3)c2)cc1[N+](=O)[O-],i,i,i,65*,i,i,i,i,i,i,i
C=CCN(CC=C)CCOc1cc(C)ccc1[N+](=O)[O-],i,i,i,2,i,i,i,i,i,i,i
CCN1C(=O)CS/C1=N\S(=O)(=O)c1ccc(Cl)cc1,i,i,i,5,i,i,i,i,i,i,i
CCOc1ccccc1C(C(=O)NC1CCCC1)N(Cc1ccco1)C(=O)CNC(=O)c1ccco1 (stereo not given),i,i,14*,6,i,i,i,i,i,i,i
COC(=O)CSc1ccc2nnc(CCNS(=O)(=O)c3ccc(C)cc3)n2n1,i,i,i,-19,i,i,i,i,i,i,i
CC1Cc2ccccc2N1CC(=O)NC(=O)NCc1ccccc1 (stereo not given),i,i,i,.,i,i,i,i,i,i,i
O=C(COc1ccc(C(=S)N2CCCC2)cc1)Nc1ccccc1C(F)(F)F,i,i,i,43,i,i,i,i,i,i,i
CN(C)S(=O)(=O)c1cccc(NC(=S)NCCc2ccccn2)c1,i,i,i,-15,i,i,i,i,i,i,i
CCOC(=O)c1c(S(=O)(=O)NCC(=O)Nc2ccccc2F)c(C)n(C)c1C,i,i,i,-12,i,i,i,i,i,i,i
CCO[C@@H]1OC(C(=O)N2CCN(Cc3ccccc3)CC2)=C[C@H](c2cn(C(C)=O)c3ccccc23)[C@H]1CCCO,i,i,i,3,i,i,i,i,i,i,i
CC1CCN(C2=C(NS(=O)(=O)c3ccc(Br)cc3)C(=O)c3ccccc3C2=O)CC1,i,i,i,29,i,i,i,i,i,i,i
Cc1nc2c(ccc3nc(NC(=O)c4ccc5c(c4)OCCO5)sc32)s1,i,i,i,34,i,i,-10*,i,i,i,i
COc1ccc(Cn2c(=O)[nH]c3cc(OC)c(OC)cc3c2=O)cc1,i,i,i,-14,i,i,i,i,i,i,i
CCOc1ncccc1C(=O)Nc1ccc2c(c1)OCO2,i,i,i,-7,i,i,i,i,i,i,i
COc1cc2c3c(c1)/C(=C1/SC(=S)NC1=O)C(=O)N3C(C)(C)C=C2C,i,i,i,61*,i,i,i,i,i,i,i
CC(=O)c1c(C)nc(-c2ccc(Cl)cc2)nc1N,i,i,i,-5,i,i,i,i,i,i,i
COc1ccc(CCNC(=O)CCc2ccc(S(=O)(=O)NCC(C)C)cc2)cc1,i,i,i,-6,i,i,i,i,i,i,i
O=C(O)CCCC(=O)Nc1ccc(Cl)c(Cl)c1,.,i,.,-7,.,i,i,i,.,i,.
CC1CCN(c2oc(-c3ccccc3Cl)nc2C#N)CC1,i,i,i,19,i,i,i,i,i,i,i
Cc1ccccc1NC(=O)NCCN1C(=O)C2C3C=CC(C3)C2C1=O (stereo not given),i,i,i,-6,i,i,i,i,i,i,i
O=C(CN1CCC(NC(=O)Cc2ccccc2)CC1)Nc1cccc2ccccc12,i,i,i,-1,i,i,i,i,i,i,i
Cc1cc(NC(=O)c2cnn3c(C(F)(F)F)cc(-c4ccc(Br)cc4)nc23)no1,i,i,i,10,i,i,i,i,i,i,i
CCC(C)(C(=O)NC1CCCC1)N(C(=O)c1cnccn1)c1ccccc1 (stereo not given),i,i,i,-3,i,i,i,i,i,i,i
Cc1cc2c3c([nH]c2cc1S(=O)(=O)N1CCC2(CC1)OCCO2)CC(C)(C)CC3=O,i,i,i,2,i,i,i,i,i,i,i
CCOC(=O)Cc1nn(Cc2ccccc2)c(=O)c2ccccc12,i,i,i,2,i,i,i,i,i,i,i
Cc1c(C(=O)N(Cc2ccccc2)C2CCS(=O)(=O)C2)oc2ccccc12 (stereo not given),i,i,i,-9,i,i,i,i,i,i,i
COc1ccc(C(=O)NC(=S)NNC(=O)c2ccccc2C)cc1,i,i,i,101*,i,i,i,62*,i,i,i
Cc1nc2nc(CSc3nnc(C)s3)cc(=O)n2[nH]1,i,i,i,-8,i,i,i,i,i,i,i
COc1ccc(-n2c(SCC(=O)N3CCN(c4ccccc4)CC3)nc3c(c2=O)SCC3)cc1,i,i,i,4,i,i,i,i,i,i,i
CC(C)Oc1ccc2c(c1)OC(c1ccccc1)(C(F)(F)F)NC2=O (stereo not given),i,i,i,11,i,i,-5.8*,i,i,i,i
O=C1C=CC(=O)N1c1ccc(Sc2ccc([N+](=O)[O-])cc2)cc1,i,.,i,-7,i,i,i,i,i,i,i

Next section:
structure,TRPC6 inhibitor,TMEM16A act,TRPC6 activator,SKKanGAS inh,TRPC4 act,ANO1 block,MrgX1 antagonist,MrgX1 agonist,TRPC4 block,MrgX1 allo act,TRPC4 PAM
C/C(=N\NC(=O)c1nnn(-c2nonc2N)c1CN1CCOCC1)c1ccc(CC(C)C)cc1,i,i,i,-1,i,i,i,i,i,i,i
N#CC1=C(N)C(C#N)(C#N)C(c2cccnc2)C2CCCC=C12 (stereo not given),i,.,i,-11,i,i,i,i,i,i,i
CCOC(=O)c1sc(NC(=O)CSc2nc3c(c(-c4ccc(OC)cc4)c2C#N)CCCC3)c(C#N)c1C,i,i,i,7,i,i,i,i,i,i,i
COc1ccc(OCC(=O)N/N=C2\CCCCc3ccccc32)cc1,i,i,i,-3,i,i,i,i,i,i,i
COc1ccc(NC(=O)Nc2ccc(Cc3ccncc3)cc2)cc1OC,i,i,i,-7,i,i,i,i,i,i,i
Nc1c(C(=O)Nc2ccccc2)sc2nc(-c3cccnc3)ccc12,i,.,i,-9,i,i,i,i,i,i,i
O=S(=O)(c1ccc2nc(COc3ccccc3)[nH]c2c1)N1CCOCC1,i,i,i,-1,i,i,i,i,i,i,i
CCc1ccc(C(C(=O)NC2CCCC2)N(CCOC)C(=O)CCC(=O)Nc2cc(C)on2)cc1 (stereo not given),i,i,i,-5,i,i,i,i,i,i,i
